IDE cell activ: activators of human insulin-degrading enzyme in cells | 340,000 compounds, 0.073% hits | P14735 | activation, % at 5.96 µM | HEK cells, FAbeta-B cleavage, fluorescence polarization; 0% vehicle, 100% cell-free pure enzyme wells;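 active = activation above the mean of all tested compounds plus 3 SD, set per screening campaign, cut at about 17% in these data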
Target sequence (P14735 whole entry, looked up): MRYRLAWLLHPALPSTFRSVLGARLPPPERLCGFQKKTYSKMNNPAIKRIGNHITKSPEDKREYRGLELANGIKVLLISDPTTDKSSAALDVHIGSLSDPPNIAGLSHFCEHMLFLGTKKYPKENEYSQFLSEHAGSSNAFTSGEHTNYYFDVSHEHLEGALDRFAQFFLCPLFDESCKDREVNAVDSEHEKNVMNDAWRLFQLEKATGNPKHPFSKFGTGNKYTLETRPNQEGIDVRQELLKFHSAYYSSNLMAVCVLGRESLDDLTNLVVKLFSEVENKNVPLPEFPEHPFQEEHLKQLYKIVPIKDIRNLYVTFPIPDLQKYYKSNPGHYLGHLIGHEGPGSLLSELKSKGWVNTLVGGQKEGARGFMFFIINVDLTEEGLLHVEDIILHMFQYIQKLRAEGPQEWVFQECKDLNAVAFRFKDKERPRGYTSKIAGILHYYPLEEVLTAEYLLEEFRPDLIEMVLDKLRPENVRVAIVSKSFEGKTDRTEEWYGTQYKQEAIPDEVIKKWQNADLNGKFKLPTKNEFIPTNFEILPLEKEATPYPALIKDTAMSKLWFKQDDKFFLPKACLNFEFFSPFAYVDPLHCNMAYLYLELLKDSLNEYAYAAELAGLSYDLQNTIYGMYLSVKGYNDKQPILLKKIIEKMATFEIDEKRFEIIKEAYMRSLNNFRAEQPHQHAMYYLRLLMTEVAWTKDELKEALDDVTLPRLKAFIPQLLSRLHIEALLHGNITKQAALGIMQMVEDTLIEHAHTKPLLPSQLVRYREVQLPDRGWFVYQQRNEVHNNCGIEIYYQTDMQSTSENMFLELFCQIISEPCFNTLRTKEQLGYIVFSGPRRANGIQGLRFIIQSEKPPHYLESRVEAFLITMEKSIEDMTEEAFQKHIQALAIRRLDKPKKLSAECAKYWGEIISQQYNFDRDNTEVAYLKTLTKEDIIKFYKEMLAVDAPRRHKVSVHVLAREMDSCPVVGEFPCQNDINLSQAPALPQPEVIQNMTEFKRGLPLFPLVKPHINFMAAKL
The depositor's hits bear a star. Only part of the results is shown; the hit share may differ from the screen's.

SMILES	IDE cell activ
COC(=O)[C@H](Cc1ccccc1)NC(=O)Cn1cnc2c(NCc3ccccc3)ncnc21	4
Cc1nc2ccc(Cl)cc2[nH]1	3
CC1(C)Cc2c(c(N3CCOCC3)nc3sc4c(NCCN)ncnc4c23)CO1	-9
Cc1ccc2c(Cl)c(C)c(N3CCOCC3)nc2n1	-5
COc1ccc(NC(=O)CSc2nc(N)cc(=O)[nH]2)cc1S(=O)(=O)N1CCCCC1	-4
CCN(CC)CCNC(=O)c1ccc(NC(=O)c2cccc(S(=O)(=O)N(C)C3CCCCC3)c2)cc1	3
COc1ccccc1C=NNC(=O)NN=Cc1ccccc1OC	3
Cc1ccnc2c1ccc1cccnc12	1
O=C(OCCn1c(=S)sc2ccccc21)c1ccccc1	0
c1cc2c3c(cccc3c1)NC1(CCCC1)N2	6
CN(C(=O)c1ccc(NC(=O)Cc2cccc(NC(=O)C3CCCN(C(=O)CCc4ccccc4)C3)c2)cc1)C1CC1 (stereo unspecified)	2
Clc1cccc(N2CCN(CCCN3CCN(c4ccccc4)CC3)CC2)c1	-3
COc1ccc(S(=O)(=O)N2CCCCC2)cc1NC(=O)c1cccc(S(=O)(=O)N2CCOCC2)c1	0
Oc1ccc(-c2csc(Nc3ccc4c(c3)OCO4)n2)c(O)c1	-2
CCN(CC)c1ccc(NC(=O)COC(=O)Cc2ccsc2)cc1	3
CCC(CC)n1c(C)cc(=O)n1C(CC)CC	5
CN(C)c1ccc(C=C2C=Cc3ccccc32)cc1	3
COc1ccc(C(CNC(=O)c2ccc(C)c(S(=O)(=O)N3CCOCC3)c2)N2CCCC2)cc1 (stereo unspecified)	4
CCN1C[C@@H]2[C@@H]3C(=O)N(C)C(=O)[C@@H]3[C@](C)(C1=O)N2C(=O)c1ccc(C(C)(C)C)cc1	5
O=S(=O)(c1ccc(Cl)cc1)N1CCC2(CC1)OCCN2S(=O)(=O)c1cccs1	1
Cn1c(N)c(N=O)c(=O)n(C)c1=S	2
CC12CCC(=O)C=C1CCC1C2C(O)CC2(C)C1CCC21OCC1=O (stereo unspecified)	2
CC[C@]1(C(=O)OC)[C@H]2C(=O)N(Cc3ccccc3)C(=O)[C@H]2[C@H]2CN=C(SCc3ccccc3)N21	2
O=C(c1cc2ccccc2o1)N1CCN(CCOc2ccccc2)CC1	0
O=C1OCCN1C(=O)[C@H]1[C@H](c2ccccc2)C(c2cccc(Cl)c2)=NN1c1ccccc1	-1
C#CCOCCOCCOCCNc1nc(N2CCN(C(=O)[C@H](C(C)C)n3cc(CCO)nn3)CC2)nc(N2CCN(C(=O)[C@H](C)n3cc(CCCN=C(N)N)nn3)CC2)n1	6
Cc1cc(C([O-])=C(C(=S)Nc2ccccc2)[n+]2ccccc2)c(C)n1-c1ccccc1	3
O=C(CC(O)(c1ccccc1)c1ccccc1)Nc1ccccn1	-1
CCOc1ccccc1NC(=O)/C=C/c1ccc(S(=O)(=O)N2CCOCC2)cc1	1
O=C(NCCCc1ccccc1)c1cccc(NC(=O)C2CCCCC2)c1	0
c1ccc(CNCCCn2cnc3c(OCc4ccccc4)ncnc32)cc1	0
N#Cc1cccc(NC(=O)CNc2cc(S(=O)(=O)N3CCOCC3)ccc2N2CCCC2)c1	-2
O=C(Nc1ccc(S(=O)(=O)N2CCOCC2)cc1)C1CCN(S(=O)(=O)c2ccc(Cl)cc2)CC1	1
CCCCNS(=O)(=O)c1ccc(Br)cc1N1CCC[C@H]1CO	3
C=C1C(=O)O[C@H]2C[C@H]1[C@@H](OC(C)=O)C/C(C)=C/CC/C(C)=C\CC[C@]2(C)O	3
O=[N+]([O-])c1ccc(N2CCOCC2)c([N+](=O)[O-])c1	1
COc1cccc(N2CCN(S(=O)(=O)c3ccc4ccccc4c3)CC2)c1	2
COc1cc(C2C3=C(COC3=O)Oc3cc4c(cc32)OCO4)ccc1OC(C)=O (stereo unspecified)	2
O=C(NC1c2ccccc2Oc2ccccc21)c1ccc([N+](=O)[O-])cc1	5
CC(=O)Nc1ccc2ccccc2c1[N+](=O)[O-]	6
CC(C)C[C@@H](CN1CCC[C@@H]1CN1C(=O)C(=O)NC[C@@H]1Cc1ccccc1)N1C[C@H](Cc2ccc(O)cc2)N(CC2CCCCCC2)C(=O)C1=O	-7
O=C(Nc1cccc2ccccc12)N(c1ccccc1)c1ccccc1	5
COc1cc(-c2cc(=O)c3c(C)cc(O)cc3o2)cc(OC)c1OC	-3
Cc1ccc(S(=O)(=O)N2CCC[C@H]2C(=O)OCc2nc3ccccc3s2)cc1	5
Cc1cccc(CNc2ncnc3[nH]ncc23)c1	2
CCc1ccc(C(=O)NCC2(c3ccccc3)CCOCC2)o1	4
CCOC(=O)C1=CN(Cc2ccco2)S(=O)(=O)N(C)C1c1ccccc1 (stereo unspecified)	4
O=C(Nc1cccc(C(=O)NC2CC2)c1)c1ccc(F)c(S(=O)(=O)N2CCOCC2)c1	3
Nc1ccc2c(c1)C(O)c1ccc(Cl)cc1-2 (stereo unspecified)	5
O=C(O)c1cnnc2ccccc12	-4
OC[C@@H]1[C@@H](c2ccccc2)C(c2cccc(Cl)c2)=NN1c1ccccc1	6
O=C1CCC[C@@H]2C[C@@]3(C[C@@H]4CCN1[C@H]24)Nc1cc(Cl)c(Cl)cc1NC3=NCc1ccccc1	0
CC1(C)SC2C(NC(=O)C3(N)CCCCC3)C(=O)N2C1C(=O)O (stereo unspecified)	5
CC(C)(C)NCCC(O)c1cc(C(F)(F)F)nc2c(C(F)(F)F)cccc12 (stereo unspecified)	1
CC(C)CCC1(CCO)C(=O)N=C(N)NC1=O (stereo unspecified)	1
CCCCNC1=CC(=O)C(NCCCC)=CC1=O	-4
COc1cc(-c2cccc([C@H]3[C@@H]4C=CC[C@@H](C)[C@@H]4C(=O)N3Cc3ccccc3)c2)cc(OC)c1OC	1
CCCCCCCCCC(=O)N[C@@H]1c2cc(OC)c(OC)cc2C[C@H]1OCc1ccccc1	2
CCC(=O)N1CCc2cc(Br)c(S(=O)(=O)NCCN3CCCCC3CC)cc21 (stereo unspecified)	4
COc1ccccc1N1CCN(C(=O)CSc2nnnn2C2CC2)CC1	-2
More entries.
SMILES	IDE cell activ
CCOC(=O)N1C2c3ccccc3C(c3ccccc32)N1C(=O)OCC	-1
CCCCN(C(=O)c1sc2nc3n(c(=O)c2c1C)CCC3)c1c(N)n(CC(C)C)c(=O)[nH]c1=O	3
CC1C(c2ccc3c(c2)OCO3)c2cc3c(cc2OC1N1CCOCC1)OCO3 (stereo unspecified)	5
OC(CCN1CC2CCC(CC2)C1)(Cc1ccccc1)c1ccco1 (stereo unspecified)	3
CSc1cnnc2ccccc12	1
Oc1ccc(Cl)cc1CNC1CCCCC1	6
O=C1C=C(NS(=O)(=O)c2ccccc2)C(=O)c2ccccc21	-2
COc1cccc(C(=O)Nc2cc(S(=O)(=O)N3CCOCC3)ccc2N2CCOCC2)c1	4
CN(CC(=O)Nc1cccc(F)c1)CC(=O)Nc1cccc(S(=O)(=O)N(C)c2ccccc2)c1	-7
CCc1noc(C)c1C(=O)OCC(=O)NCCc1ccc(OC)cc1	3
CN(C)C(=O)CCc1ccc2c3c([nH]c2c1)[C@]1(C)[C@@H](C(=O)N2CCOCC2)C[C@H](CC(=O)NCCCn2ccnc2)C(=O)N1CC3	3
O=C1C=CC2=C3c4cc(O)c(O)cc4CC3(O)COC2=C1O (stereo unspecified)	1

Ordered by molar mass (descending): part of the list above
SMILES	IDE cell activ
CN(C)C(=O)CCc1ccc2c3c([nH]c2c1)[C@]1(C)[C@@H](C(=O)N2CCOCC2)C[C@H](CC(=O)NCCCn2ccnc2)C(=O)N1CC3	3
CCCCN(C(=O)c1sc2nc3n(c(=O)c2c1C)CCC3)c1c(N)n(CC(C)C)c(=O)[nH]c1=O	3
CN(CC(=O)Nc1cccc(F)c1)CC(=O)Nc1cccc(S(=O)(=O)N(C)c2ccccc2)c1	-7
COc1cc(-c2cccc([C@H]3[C@@H]4C=CC[C@@H](C)[C@@H]4C(=O)N3Cc3ccccc3)c2)cc(OC)c1OC	1
COc1cccc(C(=O)Nc2cc(S(=O)(=O)N3CCOCC3)ccc2N2CCOCC2)c1	4
CCCCCCCCCC(=O)N[C@@H]1c2cc(OC)c(OC)cc2C[C@H]1OCc1ccccc1	2
CC1C(c2ccc3c(c2)OCO3)c2cc3c(cc2OC1N1CCOCC1)OCO3 (stereo unspecified)	5
CC(C)(C)NCCC(O)c1cc(C(F)(F)F)nc2c(C(F)(F)F)cccc12 (stereo unspecified)	1
COc1ccccc1N1CCN(C(=O)CSc2nnnn2C2CC2)CC1	-2
CCOC(=O)N1C2c3ccccc3C(c3ccccc32)N1C(=O)OCC	-1
CC1(C)SC2C(NC(=O)C3(N)CCCCC3)C(=O)N2C1C(=O)O (stereo unspecified)	5
OC(CCN1CC2CCC(CC2)C1)(Cc1ccccc1)c1ccco1 (stereo unspecified)	3
O=C1C=C(NS(=O)(=O)c2ccccc2)C(=O)c2ccccc21	-2
O=C1C=CC2=C3c4cc(O)c(O)cc4CC3(O)COC2=C1O (stereo unspecified)	1
CCCCNC1=CC(=O)C(NCCCC)=CC1=O	-4
CC(C)CCC1(CCO)C(=O)N=C(N)NC1=O (stereo unspecified)	1
CSc1cnnc2ccccc12	1

Other results:
SMILES	IDE cell activ
CC(=O)N[C@@H](Cc1c[nH]c2ccccc12)C(=O)OCC(=O)Nc1cc(C)on1	2
Cn1c(=O)c2[nH]c(C3CC4CCC3C4)nc2n(C)c1=O (stereo unspecified)	3
COc1ccc(Cl)cc1NC(=O)c1cccc(-n2cnnn2)c1	-5
Cc1ccnc(NC(=O)c2cccc(NC(=O)c3ccc(Cl)c(Cl)c3)c2)c1	-8
NC(=O)c1nccc2ccccc12	-2
C[C@]12c3[nH]c4ccc(Cl)cc4c3CCN1C(=O)[C@@H](CC(=O)NCCc1ccccn1)C[C@@H]2C(=O)N1CCOCC1	1
CC(=NNC(=O)CSCC(=O)NN=C(C)c1ccccc1)c1ccccc1	-5
CCCN(CC(=O)Nc1ccccc1OC)C(=O)CNC(=O)c1ccc(C)s1	2
CCN1C[C@@H]2[C@@H]3C(=O)N(C)C(=O)[C@@H]3[C@](Cc3ccccc3)(C1=O)N2C(=O)c1ccc(Br)cc1	1
O=C1NC(=O)C2(Br)Nc3ccc(Br)cc3C(=O)C2N1 (stereo unspecified)	4
CCN(CC(=O)Nc1ccc(NC(C)=O)cc1)C(=O)c1c(C)nn(Cc2ccc(C)cc2)c1Cl	9
O=C1c2ccccc2C(=O)N1OCCCN1C(=O)c2ccccc2S1(=O)=O	6
O=C(NNC(=O)c1ccncc1)Nc1ccc(Br)cc1	3
N#CC1(C(N)=O)OC12CCS(=O)(=O)c1ccccc12 (stereo unspecified)	-2
CCN(CC)c1ccc(C(=C2C=CC(=[N+](CC)CC)C=C2)c2ccccc2)cc1	-10
O=C(O)c1cccc(S(=O)(=O)Nc2cccc(S(=O)(=O)Nc3ccc(Br)cc3)c2)c1	5
O=C(Cc1ccc([N+](=O)[O-])cc1)c1ccccc1	-1
C=C1c2cccc(C(F)(F)F)c2O[C@H](C(=O)OCC)[C@H]1OC	-1
O=C(c1ccc(Cl)cc1)C1CCN(C(=S)Nc2ccccc2)CC1	2
CCCCCCCCCCCC1N=C(N)NC(CCCO)=C1C(=O)OC (stereo unspecified)	9
COc1ccc(Cl)cc1NC(=O)c1cccc([N+](=O)[O-])c1O	2
Nc1ncc2[nH]c(N)nc2n1	3
Clc1ccc2c(SCC3CO3)c3ccccc3nc2c1 (stereo unspecified)	-1
Cc1cccc(C)c1NC(=O)CN1CCCC1	3

Reprinted from the part before: 2 compounds, then new ones.
SMILES	IDE cell activ
Clc1ccc2c(SCC3CO3)c3ccccc3nc2c1 (stereo unspecified)	-1
Cc1cccc(C)c1NC(=O)CN1CCCC1	3
CCCN(CC(=O)Nc1ccccc1C)C(=O)CCCNC(=O)c1ccc(Cl)cc1	-5
C#CCOCCOCCOCCNc1nc(N2CCN(C(=O)[C@H](C(C)C)n3cc(CCO)nn3)CC2)nc(N2CCN(C(=O)[C@H](Cc3ccc(O)cc3)n3cc(CCO)nn3)CC2)n1	0
O=S(=O)(CCc1ccccc1)CS(=O)(=O)CCc1ccccc1	-2
O=C(C1CCCCC1)N1CCC2CC1c1cc(Cl)ccc12 (stereo unspecified)	-1
O=C(COC(=O)CNC(=O)c1ccccc1)NC1CCCC1	-3
CCN(CC(=O)Nc1ccc(NC(C)=O)cc1)C(=O)c1ccc(N2CCCC2)c([N+](=O)[O-])c1	0
Cc1noc(C)c1COc1ccc(C(=O)N2CCN(c3cccc(Cl)c3)CC2)cc1	1
Cc1cc2c(c(C)c1Cl)C(c1ccc3c(c1)OCO3)CC(=O)O2 (stereo unspecified)	6
C(=Cc1c[nH]c2ccccc12)c1ccc2ccccc2n1	-7
Oc1c(C(c2ccccc2)N2CCOCC2)ccc2ccccc12 (stereo unspecified)	2
Cc1nn(-c2ccccc2)c(Cl)c1C(=O)OCC(=O)NCCc1ccc(S(N)(=O)=O)cc1	-2
CCN1C[C@@H]2[C@@H]3C(=O)N(Cc4ccccc4)C(=O)[C@@H]3[C@](CC)(C(=O)OC)N2C1=NCc1ccccc1	4
O=C1c2ccccc2[C@@H]2C[C@@H](O)[C@H](Nc3ccccc3)CCN12	7
O=C(c1ccc(NS(=O)(=O)c2ccc(Cl)c(Cl)c2)cc1)N1CCOCC1	1
COc1ccc(/C=C2/CCCC(CN(C)C)C2=O)cc1 (stereo unspecified)	-1
CCn1c(=O)n(C)c2c(=O)n(C)c(=O)n(C)c21	3
O=C(COc1ccc(Cl)cc1Cl)Nc1cccc(-c2ccc(N3CCOCC3)nn2)c1	0
CCCNc1ncc2c(=O)[nH][nH]c(=O)c2n1	7
O=C(NCCCCc1ccccc1)c1cccc(NC(=O)C2CCCC2)c1	1
O=C1Cc2c(-c3ccccc3)cc(-c3cccc(Cl)c3)nc2-c2ccccc2N1	9
CC1(C)N=C(N)NC(Nc2ccc(Cl)cc2)=N1	6
COc1ccc(NC(=O)COc2ccccc2Cl)cc1S(=O)(=O)N1CCCCC1	0
CCOC(=O)C1(NC(=O)C2(NC(=O)CN3C(=O)c4ccccc4C3=O)CCCC2)CCCC1	1
NC(=O)c1ccc(=O)n(C2OC(CO)C(O)C2O)c1 (stereo unspecified)	1
CCCC(CC)Sc1nc2c([nH]1)c(=S)n(C)c(=O)n2C (stereo unspecified)	7
